# Source: PubChem
# GLP1R inv ag = inverse agonists of human GLP-1 receptor; 410,000 compounds, 1.6% hits; P43220; HEK293 GLP-1R CRE-luciferase, luminescence, 24 h; GLP-1R form is constitutively active; Potency, µM (highest dose often 38.3 µM), for inactives: top-dose activity change, negative = inhibition, usual class: inhibitors; also: % is scaled to controls: 0 for no effect and ±100 for the full control effect; nearly all actives have a fitted effect of over 55% in size
# Target sequence (P43220 whole entry, looked up): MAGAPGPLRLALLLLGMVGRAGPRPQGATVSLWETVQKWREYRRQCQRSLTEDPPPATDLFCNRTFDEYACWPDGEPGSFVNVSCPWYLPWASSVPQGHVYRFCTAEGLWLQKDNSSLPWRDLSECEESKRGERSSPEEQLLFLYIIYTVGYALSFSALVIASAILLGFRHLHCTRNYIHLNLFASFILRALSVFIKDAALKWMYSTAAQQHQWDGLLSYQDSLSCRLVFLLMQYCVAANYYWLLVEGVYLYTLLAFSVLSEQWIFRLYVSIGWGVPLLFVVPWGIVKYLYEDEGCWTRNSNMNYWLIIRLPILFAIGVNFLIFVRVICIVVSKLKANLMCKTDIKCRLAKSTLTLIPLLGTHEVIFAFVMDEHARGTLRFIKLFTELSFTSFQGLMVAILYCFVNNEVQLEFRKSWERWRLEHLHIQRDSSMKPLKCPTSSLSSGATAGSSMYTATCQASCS
#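 qHTS in 1536-well format: reporter HEK293 cells expressing constitutive GLP-1R activity in DMEM + 10% Nu serum, 24 hr with compounds at 37 deg C, luminescence read after 12 min with detection reagent.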
# KB-V1 MDR tox = kills drug-selected multidrug resistant KB-V1 cells; 400,000 compounds, 3.4% hits; Potency, µM (doses to about 46.1 µM), for inactives: top-dose activity change, negative = cytotoxicity, most hits filed as cytotoxic; KB-V1 MDR cells viability, CellTiter-Glo, 72 h; also: % is scaled to controls: 0 for no effect and ±100 for the full control effect; nearly all actives have a fitted effect of over 60% in size
#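 KB-V1 MDR subline cells in DMEM (phenol-red free, 10% FBS) exposed to compounds in qHTS concentration series for 72 h at 37 degrees C. Viability read by CellTiter-Glo luminescence; concentration-effect curves fitted after normalization and correction.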
# TDP-43 yeast inh = rescues yeast growth from TDP-43 toxicity; TDP-43 expressing yeast growth rescue, BacTiter-Glo, 24 h; Potency, µM (series often up to 46.1 µM), for inactives: at the top dose growth rescue (activation), hits mostly activators; AID 652104; 410,000 compounds, 1.8% hits; also: % of control where 0% means no effect; nearly all actives have a fitted effect of over 50% in size
#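 Yeast cells expressing TDP-43 under galactose induction are exposed to compounds for 24 hr at 30 deg C. BacTiter-Glo luminescence measures growth, so protective compounds score as activators.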
# GLP1R ag = GLP-1 receptor (human) agonism; P43220; 380,000 compounds, 0.007% hits; HEK293 GLP-1R CRE-luciferase, luminescence, 4-6 h; cells express a hypersensitive GLP-1R form; Potency, µM (highest dose often 45.6 µM), for inactives: at the top dose activation, hits mostly activators; also: % of control where 0% means no effect
# KB-3-1 tox = kills parental KB-3-1 adenocarcinoma cells | 400,000 compounds, 1.4% hits | KB-3-1 viability, CellTiter-Glo ATP luminescence, 72 h | Potency, µM (highest dose often 46.1 µM), for inactives: top-dose activity change, negative = cytotoxic, usual class: cytotoxic; also: % is scaled to controls: 0 for no effect and ±100 for the full control effect; nearly all actives have a fitted effect of over 60% in size
#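 Screening of KB-3-1 cells (DMEM, 10% FBS, phenol-red free) ran from lowest to highest compound concentration; after 72 h at 37 °C viability was read luminescently and curves fitted.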
# HT1080 IDH1KD tx = kills HT-1080 cells with IDH1 knockdown. 360,000 compounds, 2% hits. HT-1080 IDH1 knockdown viability, ATP luminescence, 48 h. Potency, µM (series often up to 46.1 µM), for inactives: at the top dose activity, negative = toxicity, usual class: cytotoxic;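 also: 0% = DMSO wells and -100% = cell-free medium wells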
#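 Viability of IDH1-knockdown HT-1080 fibrosarcoma cells was assessed by CellTiter-Glo after 48 h at 37 °C with titrated compound; concentration-effect curves were classified by fit quality and response size.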
# HEK293 tox = cytotoxic in the GLP-1 receptor inverse agonist counter-screen; AID 624418; Potency, µM (series often up to 38.3 µM), for inactives: at the highest dose activity change, negative = inhibition, usual class: inhibitors; HEK293 cAMP-luciferase reporter cells, luminescence, 24 h; 410,000 compounds, 0.13% hits;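 also: loss of luciferase light is scored as toxicity; % is scaled to controls: 0 for no effect and ±100 for the full control effect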
#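 Step one: seed cells (200 cells/uL, DMEM with 10% Nu serum, 1% pen-strep). Step two: 12-hour incubation at 37 deg C. Step three: pin 23 nL compound, incubate 24 hr. Step four: add luciferase reagent, read luminescence 12 min later.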
# SW480 rereplic = DNA re-replication induction in SW480 cells; SW480 DNA re-replication, Hoechst DNA content imaging, 48 h; Potency, µM (titrated, usually from 46.1 µM), without a hit: at the top dose re-replication activation, usual class: activators; 340,000 compounds, 1.8% hits; AID 624297; also: % of control where 0% means no effect; nearly all actives have a fitted effect of over 55% in size
#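 Treated cells incubate 48 hr (37 C, 5% CO2), are stained 40 min with Hoechst, and nuclear fluorescence is enumerated; a rise in nuclei with high DNA signal marks re-replication.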
# HT1080NT lethal = kills 2HG-producing HT-1080-NT fibrosarcoma cells | AID 686970 | Potency, µM (top dose mostly 46.1 µM), for the others: at the top dose activity, negative = less viability, most hits filed as cytotoxic | HT-1080-NT fibrosarcoma viability, CellTiter-Glo ATP luminescence, 48 h | 360,000 compounds, 1.6% hits;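 also: NT is the 2HG producing partner of a matched IDH1 knockdown line; 0% = DMSO-treated cells and -100% = media-only wells without cells; nearly all actives have a fitted effect of over 55% in size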
#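 Read-out is CellTiter-Glo luminescence after 10 minutes at room temperature, following 48 hours' compound treatment of HT-1080-NT cells (750 cells/well, RPMI, 5% FBS, 37 degrees C).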
# * = called active by the depositor; ? = inconclusive; nt = not tested or not shown; [ ] = another dose, or the depositor's remark. Calls follow the shape of the dose curve; as a rule, active = well fitted curve in the direction sought with a large enough effect; inconclusive = small, poorly fitted or top-dose-only effect, or another doubt; inactive = no such curve, though single readings can be large; an effect the other way counts as inactive or inconclusive. Potency is read from the fitted curve at half-maximal effect. Rows are unselected. About 9.4% of those tested had a hit in this group.
# Below each compound: SW480 rereplic	GLP1R inv ag	HEK293 tox	KB-3-1 tox	HT1080NT lethal	TDP-43 yeast inh	GLP1R ag	HT1080 IDH1KD tx	KB-V1 MDR tox
- COc1ccc2oc(=O)c(-c3nc(-c4ccc(C)c(C)c4)cs3)cc2c1
  nt	-1.1%	-6.0%	1.8%	nt	11.4%	nt	nt	?
- COc1cc2c(cc1OC)C(c1ccccc1)NC(C)(C)C2 (centres undefined)
  2.3%	3.5%	5.0%	5.7%	2.1%	17.2%	3.9%	0.0%	26.9%
- Cc1ccsc1/C=N/Nc1ncnc2nc[nH]c12
  -10.0%	25.9%	-10.0%	-1.0%	-19.7%	1.2%	9.2%	-7.3%	13.4%
- S=C(Nc1ccccn1)NC1CCCC1
  4.3%	?	?	5.9%	2.2%	-2.1%	14.0%	1.3%	?
- Cc1ccc2c(c1)c1c3n2CCN(C(=O)c2cccc(C(F)(F)F)c2)C3CCC1 (centres undefined)
  nt	?	-2.6%	-4.7%	nt	14.9%	nt	nt	-0.1%
- O=C(Cn1ccsc1=NC(=O)c1ccco1)c1ccccc1
  ?	-1.2%	-16.0%	0.0%	4.3%	?	3.8%	1.0%	-8.6%
- COc1ccc2oc3ccccc3c(=O)c2c1
  ?	28.3%	-18.4%	3.5%	26.6%	33.7%	6.4%	22.8%	22.9%
- O=Cc1nc(-c2ccc(Cl)cc2)n2ccccc12
  ?	4.3%	-10.2%	0.9%	9.5%	-33.7%[inhibitor]	9.9%	8.9%	?
- N#Cc1cc(Oc2cccc3cccnc23)c(-n2nnc3ccccc32)cc1C#N
  ?	?	-4.8%	?	5.62µM*	-24.2%	-25.8%	6.31µM*	?
- CCN(CC)CCNC(=O)C(=O)NCC1OCCN1S(=O)(=O)c1ccc2c(c1)OCCO2 (centres undefined)
  -1.8%	-7.8%	3.8%	6.5%	25.5%	10.0%	4.0%	?	-1.2%
- Cc1cc(C)cc(N(CC(=O)NCc2cccnc2)S(C)(=O)=O)c1
  ?	-14.8%	6.9%	2.1%	-8.9%	-12.2%	0.9%	7.8%	-5.9%
- CC1CCCC(C)N1C(=O)COC(=O)CCC1CCCC1 (centres undefined)
  2.0%	-23.5%	-6.0%	16.4%	-3.2%	-2.2%	8.1%	-11.6%	17.2%
- Cc1cc(C(=O)CSc2nnc(-c3ccccc3)o2)c(C)n1CC1COc2ccccc2O1 (centres undefined)
  0.9%[9.22 µM]	?	-14.5%	-0.6%	?	-5.9%	-3.0%	?	-7.7%
- NS(=O)(=O)c1ccc(NS(=O)(=O)c2cccs2)cc1
  3.2%	13.1%	5.2%	2.3%	5.3%	-9.8%	-3.7%	-2.1%[9.24 µM]	4.5%
- Cc1nc(-c2ccc(O)c(O)c2)cs1
  -1.1%	0.0%	3.8%	0.4%	-5.0%	0.0%	0.0%	-13.8%	-27.0%
- O=C(CSCC(=O)NN=Cc1ccccc1O)NN=Cc1ccccc1O
  ?	?	-8.8%	nt	?	18.4%	-7.0%	20.6µM*	nt
- Cc1[nH]nc(SCC(=O)N2CCOCC2)c1[N+](=O)[O-]
  -3.2%	-9.3%	-0.9%	8.2%	13.9%	-11.2%	10.9%	19.0%	4.9%
- COc1ccc(C(=O)C2CCN(C(=O)c3ccc(C)cc3)CC2)cc1
  10.3%	?	-2.7%	0.0%	-16.1%	?	1.9%	-21.9%	?
- Cc1ccc(-n2nc3c(=O)n(CCCC(=O)NCC(C)c4ccccc4)nc(C)c3c2C)cc1 (centres undefined)
  -34.7%[inhibitor]	-14.8%	0.3%	-6.8%	-9.9%	-3.3%	0.0%	-7.5%	?
- CC(=O)Nc1ccc(NC(=O)c2c(C)nn(Cc3ccccc3)c2Cl)cc1
  -2.9%	10.9%	-8.3%	6.3%	3.9%	-6.5%	8.9%	21.7%	?
- COc1ccc(N2CC(C(=O)Nc3ccc(S(=O)(=O)N4CCOCC4)cc3)CC2=O)cc1 (centres undefined)
  1.0%	-18.9%	1.9%	1.7%	-3.3%	-1.2%	7.7%	16.5%	-12.9%
- Cn1c(-c2ccc(F)cc2)cnc1NCc1cccc(F)c1
  ?	?	?	?	5.9%	-10.2%	5.8%	?	?
- CC1(C)CC(=O)C=C(Nc2ccccc2O)C1
  -0.9%[9.22 µM]	3.2%	-3.5%	7.3%	-6.0%	4.6%	-8.2%	-8.6%	0.3%
- COc1ccc2[nH]c(=O)c(CN(CCO)C(=O)NCc3ccccc3)cc2c1
  -2.4%	6.8%	7.3%	2.8%	3.5%	-16.3%	1.7%	4.8%	3.4%
- COc1ccccc1NC(=O)CN(c1cc(C)cc(C)c1)S(=O)(=O)c1c(C)[nH]c(=O)[nH]c1=O
  nt	-18.3%	0.6%	24.7%	nt	0.7%	nt	nt	2.8%
- O=c1cc(Cn2nnc(-c3ccc(Cl)cc3)n2)nc2sccn12
  2.8%	0.0%	8.8%	-24.5%	1.0%	11.2µM*	3.2%	2.7%	-0.1%
- CN1CCC(=NNC(=O)CN(c2cccc(Br)c2)S(C)(=O)=O)CC1
  -2.2%	-0.1%	23.6%	0.7%	-0.2%	21.8%	2.8%	7.6%	4.2%
- COc1ccc(CNC(=O)c2cccc(NC3=NC4CS(=O)(=O)CC4S3)c2)cc1 (centres undefined)
  -15.9%	8.3%	0.7%	3.9%	7.9%	14.2%	-4.7%	18.4%	?
- O=S(=O)(c1cccc(-c2nnc(SCc3nc4ccccc4s3)o2)c1)N1CCOCC1
  1.5%	-13.9%	-0.2%	-2.6%	-0.3%	?	4.2%	2.0%	-13.6%
- COc1ccc(C(=O)NNC(=O)CCC(=O)Nc2ccc(C)cc2C)cc1
  -26.0%	7.2%	9.2%	10.4%	6.3%	-7.8%	11.0%	4.4%	?
- CCOc1ccc(Cc2nc(C)c(CC(=O)N3CCOCC3)c(=O)[nH]2)cc1
  -6.5%	27.5%	-2.2%	0.8%	24.4%	-8.4%	-5.5%	18.8%	26.6%
- O=C1CN(C(=O)c2ccc(S(=O)(=O)N3CCCCC3)cc2)C(c2ccc(F)cc2)c2cc(Br)ccc2N1 (centres undefined)
  nt	-26.1%	12.8%	0.0%	nt	10.0%	nt	nt	-9.0%
- O=C1C2C3C=CC(CC3)C2C(=O)N1c1ccc(F)cc1 (centres undefined)
  -0.1%	6.9%	9.3%	2.0%	7.8%	15.6%	-2.4%	12.0%	5.4%
- O=C(CSc1nnc(-c2cccc(S(=O)(=O)N3CCCC3)c2)n1-c1ccccc1)Nc1ccc(C(=O)O)cc1
  -1.1%	37.8%[activator]	-2.1%	26.4%	26.7%	-15.3%[0.397 µM]	3.4%	-2.5%	0.0%
- CCN(CC)c1ccc(C=C2C(=O)OC(C)(C(C)(C)C)OC2=O)cc1 (centres undefined)
  -1.8%	14.7%	-3.1%	4.2%	27.3%	-7.1%	7.2%	17.4%	12.3%
- COc1ccc(CCNC(=O)CCCn2c(=O)c3ccccc3n(Cc3ccc(F)cc3Cl)c2=O)cc1OC
  nt	2.6%	-0.1%	9.8%	nt	21.3%	0.9%	nt	-2.1%
- N#CCNC1CC(=O)N(c2ccccc2)C1=O (centres undefined)
  -1.3%	17.1%	4.0%	-1.4%	3.3%	2.8%	-1.5%	-1.5%	11.3%
- Cc1ccc(/C=N/N2CCN(c3ccncc3S(=O)(=O)N3CCCCC3)CC2)cc1
  -3.6%	16.5%	-15.3%	-1.2%	-0.4%	0.0%	-2.6%	-0.8%	-6.3%
- COc1ccc(NC(=O)c2cnn(-c3ccc(C)c(C)c3)c2C2CCNCC2)cc1OC
  nt	?	-15.5%	6.8%	nt	5.9%	nt	nt	10.5%
- COC(=O)[C@]1(Cc2ccccc2)N[C@H](CN(C)C(=O)Nc2ccc(Cl)cc2)[C@@H]2C(=O)N(C)C(=O)[C@@H]21
  18.4%[9.22 µM]	-9.5%	1.6%	-3.8%	-11.9%	6.2%	-0.6%	-7.3%	-7.6%
- CCCNC(=S)N1CCC(C(=O)c2ccc(OC)cc2)CC1
  0.3%	?	6.3%	-3.5%	6.4%	-16.6%	2.6%	-3.1%	?
- Cc1nn(-c2ccccc2)c(C)c1NC(=O)COC(=O)/C=C/c1ccccc1
  -4.3%	-23.9%	-0.4%	8.7%	-1.4%	-10.2%	-27.2%	-2.3%	1.0%
- O=C(c1ccco1)N1CCN(C(=S)Nc2ccc(F)cc2)CC1
  -0.3%	-29.9%	4.2%	2.4%	9.3%	8.3%	-1.5%	8.4%	3.5%
- Cc1cc(C)cc(NC(=O)C2CCCN2S(=O)(=O)c2cccc3cccnc23)c1 (centres undefined)
  -5.9%	69.2%[activator]	-1.6%	0.4%	1.3%	8.0%	16.7%	-2.5%	16.8%
- O=C(Nc1ccc(F)cc1)C1CC2CCC1C2 (centres undefined)
  4.9%	?	-2.4%	0.9%	6.8%	?	2.2%	15.8%	2.0%
- O=C(CSc1nc2ccccc2o1)N/N=C/c1ccccc1
  2.3%	29.9%	-11.4%	?	7.4%	4.0%	0.4%	2.4%	0.0%
